TSHR antagonist: Antagonists of the Thyroid Stimulating Hormone Receptor: HTS campaign. Thyrotropin receptor (Homo sapiens), P16473. TSHR-expressing cells, TSH-stimulated cAMP HTRF, 2 h; stronger effect = lower value. activity change, negative = inhibition, % at 11.5 µM. 0.2% of 330,000 active. AID 504810, 2011;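 active means activity change below a set negative limit, meaning inhibition stronger than a set level, cut at about -70% in these data; inconclusive means activity change between two set negative limits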; further: on the % scale 0 is the no-effect control and ±100 the full control effect
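TSHR-expressing cells were treated with compounds, then stimulated with TSH at EC80 (4nM final) for 2 hours at 37 deg C. Cellular cAMP was measured by HTRF competition between lysate cAMP and cAMP-d2 for a cryptate-labelled anti-cAMP antibody.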
uPA generation: qHTS for Inhibitors of Cell Surface uPA Generation; AID 540303, 2011; cell surface uPA generation assay, qHTS; Potency, µM (series often up to 38.3 µM), without a hit: top-dose activity change, negative = inhibition, hits mostly inhibitors; 0.31% of 330,000 active; active means well fitted inhibition curve with a large enough effect; inconclusive means small, poorly fitted or top-dose-only effect; inactive means no such curve, though single readings can be large or run the other way; tested in mouse RAW 264.7 cells; further: potency means the concentration at half of the fitted maximal effect; on the % scale 0 is the no-effect control and ±100 the full control effect; nearly all actives have a fitted effect of over 55% in size
BCR signal inh: qHTS Assay to Find Inhibitors of Chronic Active B-Cell Receptor Signaling | ABC-DLBCL IkBa-CBG/CBR reporter, luminescence ratio, 4 h | Potency, µM (highest dose often 46.1 µM), inactives show at the highest dose ratio change, negative = lower green/red ratio, actives largely listed as inhibitors | 0.05% of 340,000 active | AID 493014, 2011; active means well fitted inhibition curve with a large enough effect in the signal ratio, with a control signal flat, not every such curve was filed as active; inconclusive means small, poorly fitted or top-dose-only effect, or effect the other way, or a change in a side signal; the % refers to the signal ratio;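 further: potency means the concentration at half of the fitted maximal effect; plate controls were basal doxycycline-induced cells for no effect and cells given 10 µM MG132 for full effect; MG132 reads +100%, hits lower the ratio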
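Compounds up to 46 uM were incubated four hours with TMD8 cells whose green CBG68 luciferase is fused to IkappaBalpha; red CBR luminescence normalised the signal, and concentration-effect curves were fitted to fusion, red and ratio data.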
TSG101-PTAP inh: qHTS Assay for Iinhibitors of HIV-1 Budding by Blocking the Interaction of PTAP/TSG101; Tumor susceptibility gene 101 protein (Homo sapiens), Q99816; Fluorescence polarization, FITC-PTAP peptide / Tsg101 binding; Potency, µM (doses to about 115 µM), for the others: at the top dose activity change, negative = inhibition, most hits filed as inhibitors; 340,000 tested, under 10 active; AID 493005, 2010; active means well fitted inhibition curve with a large enough effect in the main read-out, with a control signal flat, not every such curve was filed as active; inconclusive means small, poorly fitted or top-dose-only effect, or effect the other way, or a change in a side signal; inactive means no such curve, though single readings can be large or run the other way; further: potency means the concentration at half of the fitted maximal effect; % of control where 0% means no effect
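FP read-out: FITC-PTAP peptide, 50 nM final, binding Tsg101 binding domain, 10 uM final; 20 min, r.t.; 10 mM HEPES pH 7.5, 0.15 M NaCl, 0.01% Tween 20, 3 mM EDTA, 0.1 mM TCEP.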
Eya2 phos inh: qHTS Assay for Inhibitors of the Phosphatase Activity of Eya2; Protein phosphatase EYA2 (Homo sapiens), O00167; recombinant Eya2, OMFP fluorescence dephosphorylation (OMFP is methylfluorescein phosphate); Potency, µM (titrated, usually from 76.9 µM), without a hit: at the top dose activity, negative = inhibition, most hits filed as inhibitors; 0.006% of 330,000 active; AID 488837, 2010; further: potency means the concentration at half of the fitted maximal effect; on the % scale 0 is the no-effect control and ±100 the full control effect
Target sequence (O00167 whole entry, looked up): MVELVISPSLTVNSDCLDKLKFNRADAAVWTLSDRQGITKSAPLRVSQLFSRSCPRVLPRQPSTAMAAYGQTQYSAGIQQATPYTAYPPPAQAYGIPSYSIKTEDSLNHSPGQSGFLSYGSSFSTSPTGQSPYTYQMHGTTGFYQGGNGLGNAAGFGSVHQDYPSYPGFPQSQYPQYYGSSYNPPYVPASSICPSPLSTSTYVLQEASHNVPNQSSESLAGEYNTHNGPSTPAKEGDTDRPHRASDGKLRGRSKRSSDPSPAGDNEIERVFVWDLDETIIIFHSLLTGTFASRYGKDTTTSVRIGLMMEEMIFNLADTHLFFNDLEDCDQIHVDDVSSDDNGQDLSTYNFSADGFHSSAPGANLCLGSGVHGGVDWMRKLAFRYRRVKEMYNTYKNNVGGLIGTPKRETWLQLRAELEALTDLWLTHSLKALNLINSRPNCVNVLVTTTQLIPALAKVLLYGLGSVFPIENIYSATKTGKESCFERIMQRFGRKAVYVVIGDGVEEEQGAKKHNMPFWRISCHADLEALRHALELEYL
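Eya2 (0.2 uM) preincubated 10 min at ambient with compound, then OMFP substrate added at 50 uM; 10 min reaction in 50 mM HEPES pH 7.5, 50 mM NaCl, 5 uM MgCl2, 0.05% BSA, 1 mM DTT. Fluorescence read at Ex 485/Em 525 nm.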
TCR activator: Activators of T cell receptors: qHTS campaign. primary human leukocytes, anti-CD3, IL-2 HTRF, 48 h. Potency, µM (titrated, usually from 9.22 µM), for inactives: at the highest dose activation of IL-2 secretion, hits mostly activators. 330,000 tested, under 10 active. AID 504894, 2011; further: % of control where 0% means no effect
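48 hr co-incubation of compounds, a-CD3 beads and primary human leukocytes; IL-2 quantified homogeneously by HTRF with anti-IL-2 K and d2 conjugates.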
USP2a block: qHTS Assay for Inhibitors of Ubiquitin-specific Protease USP2a Using CHOP2 as the Reporter; Potency, µM (titrated, usually from 38.3 µM), for inactives: at the highest dose activity change, negative = inhibition, hits mostly inhibitors; AID 463254, 2010; 0.01% of 330,000 active; USP2 core, Ub-CHOP2 coupled fluorogenic reporter, 485/531; Ubiquitin carboxyl-terminal hydrolase 2 (Homo sapiens), O75604;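 further: potency means the concentration at half of the fitted maximal effect; plate controls were DMSO wells for no effect and full inhibition by NEM control for full effect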
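USP2 core (10nM final) preincubated 30min RT with compound in 20mM Tris-HCl pH 8.0, 2mM CaCl2, 2mM beta-mercaptoethanol, 0.05% CHAPS; 25nM Ub-CHOP2 plus 25nM reporter substrate added, fluorescence (Ex485/Em531) read after 60min.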
B2AR arrestin: qHTS assay of beta-arrestin-biased ligands of beta2-adrenergic receptor; beta-arrestin recruitment to beta2AR, cell-based reporter; Beta-2 adrenergic receptor (Homo sapiens), P07550; 0.02% of 330,000 active; Potency, µM (top dose mostly 46.1 µM), for inactives: top-dose activation, hits mostly activators;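 further: potency means the concentration at half of the fitted maximal effect; 0% = DMSO controls and full agonism = EC100 isoproterenol or metaproterenol; nearly all actives have a fitted effect of over 65% in size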
Target sequence (P07550 whole entry, looked up): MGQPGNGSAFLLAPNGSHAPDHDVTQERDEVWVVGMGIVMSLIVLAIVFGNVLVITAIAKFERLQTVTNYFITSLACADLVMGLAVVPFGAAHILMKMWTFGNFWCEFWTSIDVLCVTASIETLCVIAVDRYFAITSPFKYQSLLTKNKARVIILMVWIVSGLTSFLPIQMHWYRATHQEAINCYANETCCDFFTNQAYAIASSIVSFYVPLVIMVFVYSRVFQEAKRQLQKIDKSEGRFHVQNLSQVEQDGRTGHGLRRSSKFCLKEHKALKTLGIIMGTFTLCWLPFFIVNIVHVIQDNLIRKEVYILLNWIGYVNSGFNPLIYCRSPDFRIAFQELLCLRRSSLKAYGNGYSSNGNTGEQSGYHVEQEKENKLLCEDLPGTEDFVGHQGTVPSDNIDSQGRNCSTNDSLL
Tb PFK block: qHTS Assay to Find Inhibitors of T. brucei phosphofructokinase. ATP-dependent 6-phosphofructokinase (Trypanosoma brucei brucei), O15648. T. brucei PFK, ADP-Glo luminescence. Potency, µM (series often up to 57.5 µM), without a hit: at the highest dose activity, negative = inhibition, actives largely listed as inhibitors. 0.17% of 330,000 active. AID 485367, 2010;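 further: potency means the concentration at half of the fitted maximal effect; 0% = uninhibited 1x PFK enzyme wells and -100% = no-enzyme wells; nearly all actives have a fitted effect of over 60% in size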
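Activity is normalized to no-enzyme wells (full inhibition) and 1.25 nM enzyme wells (no inhibition). Reaction: 0.5 mM F6P, 0.1 mM ATP, 45 min RT, ADP-Glo luminescence; concentration-response curves fitted and classed by quality.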
Mito fusion yeast: qHTS Assay for Small Molecule Inhibitors of Mitochondrial Division or Activators of Mitochondrial Fusion. AID 485298, 2010. Potency, µM (highest dose often 46.1 µM), inactives show top-dose growth rescue (activation), actives largely listed as activators. 0.23% of 320,000 active. S. cerevisiae fusion-defective mutant growth rescue, CellTiterGlo 48 h;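 further: potency means the concentration at half of the fitted maximal effect; % of control where 0% means no effect; nearly all actives have a fitted effect of over 45% in size; temperature-sensitive fusion mutants such as fzo1-1 at 37 °C on non-fermentable ethanol glycerol medium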
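Compounds are tested for their ability to restore growth of mitochondrial fusion-defective yeast strains at non-permissive 37C in YPEG medium over 48 hours. Viability is quantified by luciferase luminescence.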
ELG1 repair inh: qHTS screen for small molecules that inhibit ELG1-dependent DNA repair in human embryonic kidney (HEK293T) cells expressing luciferase-tagged ELG1. HEK293T ELG1-luciferase reporter, luminescence, 16 h; DNA damage induced by 5-fluorouridine. Potency, µM (doses to about 46.1 µM), for inactives: at the highest dose activity change, negative = inhibition, most hits filed as inhibitors. 2.3% of 330,000 active. AID 504467, 2011; further: potency means the concentration at half of the fitted maximal effect; on the % scale 0 is the no-effect control and ±100 the full control effect; nearly all actives have a fitted effect of over 55% in size
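Overnight (16 hr) co-exposure of 2,000 cells/well to 5-fluorouridine and compound at 37 °C preceded detection. Luciferase was quantified via ONE-Glo luminescence; loss of signal denotes inhibition.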
Numbers without * were called inactive; ? = inconclusive; · = not tested or not shown; [ ] = another dose, or the depositor's remark. Unless noted, the call rests on the fitted dose curve; in most records, active means well fitted curve in the direction sought with a large enough effect; inconclusive means small, poorly fitted or top-dose-only effect, or another doubt; inactive means no such curve, though single readings can be large; an effect the other way counts as inactive or inconclusive. Compounds as they come; overall some 3% were active at least once.

SMILES	TSHR antagonist	uPA generation	BCR signal inh	TSG101-PTAP inh	Eya2 phos inh	TCR activator	USP2a block	B2AR arrestin	Tb PFK block	Mito fusion yeast	ELG1 repair inh
CCN1CCN(C(=O)CNC(=O)c2nn(-c3ccc(OC)cc3)c(=O)c3ccccc23)CC1	4	-8%	0%	-3%	19%	8%	1%	-0.6%	0%	5%	?
C=CCNC(=O)c1ccc(C)cc1Cl	12	-1%	?	-3%	2%	5%	2%	-0.1%	0%	-3%	?
Cc1cc(S(=O)(=O)N2CCCC2)ccc1OCC(=O)N1CCOCC1	4	·	7%	5%	13%	·	2%	-0.2%	-7%	-4%	5%
O=C(c1cc(-c2ccccc2)nc2ccccc12)N1CCN(c2ccccc2O)CC1	14	-5%	?	-3%	-12%	·	-8%	-0.3%	-1%	11%	13µM*
CNC(=O)C1C(=S)NC(N)=C(C#N)C1c1ccccc1 (configuration not stated)	-3	·	?	-6%	15%	-4%	1%	0.2%	-17%	0%	10%
COc1ccc(-c2c(C)nn3c(N4CCOCC4)cc(C)nc23)cc1OC	-5	7%	-14%	0%	10%	1%	4%	0.2%	2%	-1%	16µM*
Cc1nn(C)c(C)c1NC(=O)c1ccc(S(=O)(=O)N(C)C)cc1	·	3%	-7%	-4%	15%	2%	6%	-0.2%	-3%	-2%	2%
Cc1ccsc1C(=O)NNC(=O)COc1ccccc1Cl	30	0%	-2%	-3%	-27%	1%	2%	-0.1%	-5%	0%	?
CC1Oc2ccccc2N(CC(=O)N2CCCCC2)C1=O (configuration not stated)	-3	-2%	1%	0%	14%	-1%	0%	0.2%	0%	0%	?
Clc1ccccc1Cn1nnc2ccccc21	-3	-19%	-5%	-7%	2%	-6%	3%	4.1%	-1%	-4%	13%
CC1=CC(=O)C(C(C)C)=C/C1=N\OC(=O)c1cccc2nc(C)oc12	11	0%	-10%	-1%	-1%	-4%[46.1 µM]	0%	0.0%	-3%	2%	?
COc1ccc(/C=C2\C(=O)NCC(=O)N2C)cc1	-2	-13%	?	-5%	-2%	4%	3%	0.3%	-3%	-4%	-10%
Cc1ccc(S(=O)(=O)N(C)c2ccc(C)c([N+](=O)[O-])c2)cc1	9	-2%	9%	-2%	3%	15%	0%	-0.3%	1%	0%	-12%
COc1cccc(/C=C/C(=O)OCC(=O)Nc2ccccc2Sc2ccccc2)c1	0	-2%	-2%	-6%	5%	0%[46.1 µM]	-5%	0.2%	-3%	10%	1%
C=CCNc1nc(N2CCCC2)nc2ccccc12	-6	-13%	?	-3%	4%	-5%	-1%	0.4%	7%	1%	-24%
CCOCCCNC(=O)C(c1ccc(Cl)cc1)N1CCN(c2ccccc2)CC1 (configuration not stated)	-31	1%	7%	1%	10%	0%	1%	0.5%	0%	-2%	-7%
CC(=O)c1cccc(NC(=O)CCc2nnc3ccc(NCc4ccco4)nn23)c1	7	?	-5%	4%	0%	5%	1%	-0.8%	?	0%	14%
COc1ccc(C(NC(=O)CC(C)C)c2c(O)ccc3ccccc23)cc1 (configuration not stated)	-13	-29%	6%	-3%	6%	·	1%	-0.2%	-2%	2%	-17%
Cc1cc(C)n2c(SCC(=O)Nc3c(C)n(C)n(-c4ccccc4)c3=O)nnc2n1	8	7%	-7%	-1%	-15%	3%	-1%	0.0%	2%	-1%	0%
CC(C)C[C@@H](CSc1ccc(Br)cc1)N1CCN(CCc2ccccc2)CCC1=O	-6	?	-5%	·	-11%	1%	4%	-0.5%	1%	-36%[inhibitor]	1%
CC(=O)NC(Cc1ccc(F)cc1)C(=O)NC1CCN(C(=O)Nc2ccccc2C)CC1 (configuration not stated)	33	-2%	-12%	0%	0%	0%	-1%	-0.5%	1%	-6%	-2%
O=C(NC1CC1)c1ccc(NS(=O)(=O)c2ccc(F)cc2)cc1	6	-2%	-14%	-5%	-3%	1%	-2%	-0.2%	-7%	3%	25%
COc1ccc(NC(=O)CCN2C(=O)[C@@H]3[C@H](C2=O)[C@H]2C=C[C@@H]3C2)cc1	-4	4%	-4%	-1%	12%	5%	-1%	0.0%	-1%	-1%	16%
CCOC(=O)/C=C1\SCC(=O)N1Cc1ccc(Br)cc1	16	6%	9%	2%	-3%	1%[46.1 µM]	-4%	0.3%	-2%	3%	-15%
COc1ccc(/C=C/C(=O)NCCSCc2ccco2)cc1	-11	6%	-1%	0%	2%	3%[46.1 µM]	-3%	2.4%	0%	-6%	?
Cc1ccc(S(=O)(=O)N2CCCC2CNC(=O)C(=O)Nc2ccc(F)cc2)cc1 (configuration not stated)	-2	?	?	2%	7%	-1%	-1%	0.4%	11%	19%	-20%
CC(C)(C)c1ccc(Cn2c(=O)cnc3ccccc32)cc1	9	-14%	?	-7%	-12%	-28%	-1%	-0.8%	9%	11%	-11%
CCOC(=O)Cc1c(C)nc(N)[nH]c1=O	9	0%	?	-1%	-5%	·	1%	-0.1%	0%	-9%	0%
Cc1ccc(S(=O)(=O)CCC(=O)Nc2cccc([N+](=O)[O-])c2)cc1	2	10%	1%	0%	-11%	0%	2%	0.0%	-4%	-7%	-9%
Cc1c(Cl)cccc1NC(=O)Cc1ccc([N+](=O)[O-])cc1	5	0%	7%	0%	-2%	-5%	-8%	0.0%	-13%	?	?
N#Cc1cc2ccccc2nc1N	-3	2%	?	-3%	-5%	-1%	1%	-0.4%	-5%	3%	16%
O=C(O)CC(NC(=O)c1ccncc1)c1ccccc1 (configuration not stated)	-2	4%	-4%	-2%	10%	·	1%	-0.2%	-1%	13%	9%
CC(C)CNC(=O)CSc1ccc(Cl)cc1	2	-2%	?	2%	16%	4%	-5%	0.0%	-4%	2%	?
O=c1ccc(=O)n2n1CC(O)C2	4	1%	-2%	-2%	-6%	-15%	1%	-1.0%	0%	-3%	0%
Cc1ccc(-c2nc(N)n(C(=O)c3cccnc3)n2)cc1	6	0%	9%	-1%	-2%	0%	-1%	-0.5%	-5%	2%	11%
CSc1ncccc1C(=O)NCc1ccc(C)cc1	-21	-4%	?	-4%	-13%	2%	9%	0.0%	1%	-3%	17%
CC(C)CCN(C(=O)COc1ccc(C#N)cc1)c1c(N)n(Cc2ccccc2)c(=O)[nH]c1=O	-11	·	0%	·	-4%	·	3%	0.1%	4%	-3%	-16%
CC1(C)CC(O)(CNCc2ccc3c(c2)OCO3)CCO1 (configuration not stated)	10	6%	-12%	-7%	-15%	2%	1%	-0.3%	-2%	-2%	16%
CC1CC(C)CN(CCCNS(=O)(=O)c2cc(Br)cc3c2N(C(=O)C2CC2)CC3)C1 (configuration not stated)	8	1%	7%	-6%	-1%	2%	2%	-0.2%	3%	8%	-5%
COc1ccc(CCn2c(NN)nc3c2c(=O)[nH]c(=O)n3C)cc1	12	-15%	?	0%	-16%	7%	6%	-0.8%	-11%	1%	-24%
Cc1nc(-c2ccc(S(=O)(=O)N3CCN(c4ccccc4)CC3)cc2)co1	-5	0%	6%	5%	1%	-3%	-1%	-0.6%	-4%	2%	-5%
CC(=O)c1c(C)n(-c2ccc(N(C)C)cc2)c2ccc(OCC(N)=O)cc12	48	1%	3%	-5%	4%	-2%	4%	3.6%	1%	28%	?
CN(C(=O)CSc1nccc(=O)[nH]1)C1CCCCC1	·	3%	2%	-4%	8%	-6%	2%	0.1%	-1%	·	0%

Screens deposited in PubChem BioAssay by National Center for Advancing Translational Sciences (NCATS).
